# Screening data deposited in PubChem by National Center for Advancing Translational Sciences (NCATS).
# Hsp90 Hop PPI: changes Hsp90-Hop TPR2A binding signal, up or down | AlphaScreen TPR2A-His6 binding biotin-Hsp90 C-terminal peptide | Potency, µM (doses to about 57 µM), without a hit: at the highest dose activity change, negative = inhibition | 71,000 compounds, 0.44% hits; active = well fitted curve in either direction with a large enough effect; inconclusive = small, poorly fitted or top-dose-only effect, or another doubt; also: potency is read from the fitted curve at half-maximal effect; % is scaled to controls: 0 for no effect and ±100 for the full control effect; many of its hits are not listed in these tables
# BRCT PPI green: inhibitors of human BRCA1 BRCT-phosphoprotein interaction (green fluorophore); P38398; BRCA1 BRCT-phosphopeptide binding, green fluorescence polarization; Potency, µM (highest dose often 76.9 µM), for inactives: top-dose activity change, negative = inhibition, usual class: inhibitors; 75,000 compounds, 0.05% hits;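 also: potency is read from the fitted curve at half-maximal effect; plate controls were peptide without protein for full effect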
#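 Compounds were incubated for 12 min at room temperature with a complex of 100 nM fluorescein-tagged pBACH1 decapeptide and 250 nM His-tagged BRCT protein. Buffer was phosphate pH 7.3 with EDTA, DTT and Tween 20. Disruption of binding lowers the polarization signal.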
# Epigenetic mod: derepresses silenced GFP locus in mouse C127i cells; mouse C127i GFP locus derepression, cytometry, 30 h; Potency, µM (doses to about 46.1 µM), without a hit: at the top dose GFP derepression (activation); 68,000 compounds, 0.09% hits; AID 597; also: % of control where 0% means no effect
#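 Read-out is the number of GFP-positive cells, scored as fluorescent objects 20 to 120 um wide, reflecting derepression of a silenced CMV-GFP reporter in murine C127i cells after 30 h compound exposure at 37 C.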
# HBB splice mod: hemoglobin beta splicing modulation; HBB splicing reporter cell assay, activation; EGFP reporter with mutant IVS2-654 intron; response scale: normalised to 500 nM splice-correcting PNA; Potency, µM (highest dose often 46.1 µM), for inactives: at the highest dose activation, actives largely listed as activators; 65,000 compounds, 0.06% hits; AID 925; also: potency is read from the fitted curve at half-maximal effect; 0% is about no effect
#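 Compounds were applied for 2 days to HeLa EGFP-654 cells, 500/well in Optimem with 2% FCS. The reporter's EGFP is disrupted by mis-splicing of beta-globin intron IVS2-654. Readout: summed well GFP fluorescence from 488 nm laser scanning; reference was 500 nM antisense […] 654 PNA.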
# BRCT inh red: inhibitors of human BRCA1 BRCT-phosphoprotein interaction (red fluorophore) | BRCT-phosphopeptide binding, red fluorescence polarization | 75,000 compounds, 0.03% hits | AID 892 | Potency, µM (doses to about 76.9 µM), for inactives: top-dose activity change, negative = inhibition, usual class: inhibitors; also: % is scaled to controls: 0 for no effect and ±100 for the full control effect
#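 Fluorescence polarization: 100 nM His-tagged BRCA1 BRCT with 100 nM TAMRA-labelled phospho-BACH1 decapeptide, phosphate buffer pH 7.3 with 150 mM NaCl, DTT, 0.01% Tween 20; 12 min RT. Binding inhibition seen as FP decrease.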
# 15-hLO inh: blocks human 15-lipoxygenase activity. 74,000 compounds, 1.4% hits. P16050. purified 15hLO-1, xylenol orange hydroperoxide absorbance. Potency, µM (doses to about 57.1 µM), for inactives: at the highest dose activity change, negative = inhibition, actives largely listed as inhibitors. AID 887; also: potency is read from the fitted curve at half-maximal effect; % is scaled to controls: 0 for no effect and ±100 for the full control effect; nearly all actives have a fitted effect of over 55% in size
# Target sequence (P16050 whole entry, looked up): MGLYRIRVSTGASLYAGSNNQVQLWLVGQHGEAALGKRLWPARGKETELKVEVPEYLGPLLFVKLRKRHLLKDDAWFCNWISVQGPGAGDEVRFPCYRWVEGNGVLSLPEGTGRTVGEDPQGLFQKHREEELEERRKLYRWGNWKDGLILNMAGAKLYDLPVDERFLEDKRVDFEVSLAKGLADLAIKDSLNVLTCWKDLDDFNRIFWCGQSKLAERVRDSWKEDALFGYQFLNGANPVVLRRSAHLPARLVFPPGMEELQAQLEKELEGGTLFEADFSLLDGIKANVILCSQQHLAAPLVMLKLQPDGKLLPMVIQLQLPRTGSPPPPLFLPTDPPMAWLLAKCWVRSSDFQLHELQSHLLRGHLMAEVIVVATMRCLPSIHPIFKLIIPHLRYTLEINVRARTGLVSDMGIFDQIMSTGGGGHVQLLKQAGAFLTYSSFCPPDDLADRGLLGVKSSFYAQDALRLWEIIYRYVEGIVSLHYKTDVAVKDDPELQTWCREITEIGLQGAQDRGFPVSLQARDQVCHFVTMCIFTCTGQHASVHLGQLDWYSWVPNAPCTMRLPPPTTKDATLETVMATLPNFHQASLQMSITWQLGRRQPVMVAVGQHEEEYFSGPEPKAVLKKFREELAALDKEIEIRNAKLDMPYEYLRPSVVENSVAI
#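 Quantitative HTS in 25 mM Hepes pH 7.5 containing 0.01% Triton X-100: human 15hLO-1 at 40 nM, arachidonic acid at 50 uM, 6 min turnover. Product quantified via ferrous oxidation/xylenol orange, 573:405 nm absorbance ratio.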
# Pol III holo inh: inhibitors of bacterial DNA polymerase III holoenzyme; 71,000 compounds, 0.25% hits; reconstituted DNA polymerase III holoenzyme replication, biochemical; Potency, µM (doses to about 57.1 µM), without a hit: top-dose activity change, negative = inhibition; also: potency is read from the fitted curve at half-maximal effect; % is scaled to controls: 0 for no effect and ±100 for the full control effect
#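 Reconstituted *E. coli* holoenzyme (0.35 nM Pol III, 1 nM beta, 154 nM SSB, 2 nM primase) was preincubated with compound for 15 min at RT. Synthesis on 1.4 nM ssM13Gori ran 35 min, then was stopped with PicoGreen/EDTA and read as dsDNA fluorescence.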
# USP2a inhib: inhibitors of human ubiquitin-specific protease USP2a; O75604; USP2a enzymatic assay, qHTS inhibition; Potency, µM (doses to about 38.3 µM), without a hit: top-dose activity change, negative = inhibition, hits mostly inhibitors; 60,000 compounds, 0.1% hits; AID 927;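 also: potency is read from the fitted curve at half-maximal effect; nearly all actives have a fitted effect of over 60% in size; plate controls were DMSO for no effect and NEM full inhibition control for full effect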
#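 Coupled readout: USP2-cleaved Ub-PLA2 (20nM final) turns over NBD C6-HPC (20uM final), Ex 460nm/Em 535nm after 2.5 h, time-zero read flagging artifacts. Enzyme (20nM final, pH 8.0 Tris) given 30 min RT with compound first; NEM defines full inhibition.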
# HADH2 inhib: blocks human hydroxyacyl-CoA dehydrogenase type II. recombinant HADH2, NADH fluorescence, beta-hydroxybutyryl-CoA. 73,000 compounds, 3.4% hits. AID 886. Potency, µM (highest dose often 57.1 µM), for inactives: top-dose activity change, negative = inhibition, hits mostly inhibitors; also: potency is read from the fitted curve at half-maximal effect; % is scaled to controls: 0 for no effect and ±100 for the full control effect; nearly all actives have a fitted effect of over 60% in size; many of its hits are not listed in these tables
# Target sequence (Q99714 whole entry, looked up, one chain of several): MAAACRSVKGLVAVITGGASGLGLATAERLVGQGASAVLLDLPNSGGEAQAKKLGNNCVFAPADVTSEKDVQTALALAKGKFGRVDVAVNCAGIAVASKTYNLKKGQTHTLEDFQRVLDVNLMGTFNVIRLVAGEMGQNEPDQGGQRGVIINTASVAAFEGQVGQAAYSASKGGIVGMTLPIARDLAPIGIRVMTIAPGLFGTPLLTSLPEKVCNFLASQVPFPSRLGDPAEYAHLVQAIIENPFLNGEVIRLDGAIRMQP
#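 NADH fluorescence (ex 360/em 450 nm) read every 30 s for 4 min; activity taken as last-minus-first time point difference. Enzyme 20 nM, NAD+ 1 mM, beta-hydroxybutyryl-CoA 90 uM, pH 9.0 Tris buffer.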
# CRE Fsk mod: CRE-bla signaling modulation under forskolin stimulation; CHO CRE-bla reporter (cAMP response element driving beta-lactamase), forskolin EC10, beta-lactamase ratio; Potency, µM (top dose mostly 38.2 µM), inactives show top-dose activity change, negative = inhibition, usual class: activators; 71,000 compounds, 2.5% hits; AID 662; active = well fitted activation curve with a large enough effect in the signal ratio, with a control signal flat, not every such curve was filed as active; inconclusive = small, poorly fitted or top-dose-only effect, or effect the other way, or a change in a side signal; the % refers to the signal ratio; also: potency is read from the fitted curve at half-maximal effect; % of control where 0% means no effect
#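 CHO CRE-bla cells, overnight plating in Opti-MEM with 0.5% dialyzed FBS; cpd titration + EC10 NKH 477, 3 h 37 °C; CCF4 2 h RT; ex 405/em 460 vs 530 ratio → %Activity, AC50.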
# UbGFP stabilizer: inhibits proteasome, raising ubiquitin-GFP reporter fluorescence | Ubiquitin-GFP reporter cells, proteasome inhibition, GFP fluorescence; response scale: untreated = 0%, 10 µM MG-132 = 100% | Potency, µM (doses to about 45.9 µM), inactives show top-dose activation (GFP accumulation), actives largely listed as activators | 67,000 tested, under 10 active; active = well fitted activation curve with a large enough effect, not every such curve was filed as active; inconclusive = small, poorly fitted or top-dose-only effect, or another doubt; inactive = no such curve, though single readings can be large or run the other way; also: potency is read from the fitted curve at half-maximal effect
#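 U2OS cells stably expressing ubiquitin(G76V)-GFP, seeded overnight in 0.5% FBS medium, were exposed to compounds (qHTS, 46 uM to 2.9 nM) for 4 hr at 37 °C. GFP-positive cells were counted by laser cytometry (488 ex/515 em), normalized between basal and 10 uM MG-132.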
# An asterisk follows results filed as active; ? = inconclusive; nt = not tested or not shown; [ ] = dose if it differs, or a comment. Unless noted, calls follow the shape of the dose curve; as a rule, active = well fitted curve in the direction sought with a large enough effect; inconclusive = small, poorly fitted or top-dose-only effect, or another doubt; inactive = no such curve, though single readings can be large; an effect the other way counts as inactive or inconclusive. These rows are one share of the data; rates above refer to the full screens.
SMILES,Hsp90 Hop PPI,BRCT PPI green,Epigenetic mod,HBB splice mod,BRCT inh red,15-hLO inh,Pol III holo inh,USP2a inhib,HADH2 inhib,CRE Fsk mod,UbGFP stabilizer
Cc1ccc(C(=O)Nc2ncc3c(n2)CC(c2ccco2)CC3=O)cc1 (configuration not stated),-4%,-2.4%,2%,3.9%[0.369 µM],-0.3%,-5%,-9%,10%,-10%,-18%,3%
CC(C)(C[C@@]1(C)NC(=O)NC1=O)OCc1ccccc1,-1%[11 µM],0.4%[15.4 µM],-2%[9.22 µM],0.3%[9.22 µM],-0.8%[15.4 µM],0%[11.4 µM],10%[11.4 µM],nt,5%[11.4 µM],7%[7.6 µM],2%[9.17 µM]
Nc1ncnc2c1nc(Sc1ccc(Cl)cc1)n2[C@@H]1O[C@H]2COP(=O)(O)O[C@@H]2[C@H]1O,-1%,-1.9%,0%,-2.6%,-1.7%,-2%,6%,-1%,7%,?,-2%
O=c1c(-c2ccccc2)nc2cncnc2n1C1CC1,-5%,-5.1%,-3%[9.22 µM],-1.1%,-2.2%,?,-7%,2%,-10%,?,2%
CC(C)(C)OC(=O)N1CCC(c2c(C(=O)O)cnn2-c2ccc(Cl)cc2)CC1,-3%,1.2%,-1%,0.7%[1.84 µM],-1.5%,-6%,0%,39%[activator],?,-10%,0%
CC(=O)C1=C(O)C(=O)N(Cc2ccccc2)C1c1ccco1 (configuration not stated),1%,-0.1%,4%,-1.3%,-0.7%,15%,-25%,-3%,-14%,?,-3%
O=C1N=C(O)CN1/N=C\c1ccc(-c2ccc([N+](=O)[O-])cc2)o1,-1%,-2.7%,1%,0.0%[20.6 µM],-2.7%,2%[25.6 µM],-3%,-5%[17.1 µM],-13%,?,4%
Cc1cccc(C)c1NC(=O)c1cc(S(=O)(=O)N2CCOCC2)ccc1F,-3%,-0.6%,2%,-0.2%[57.5 µM],-0.6%,-6%,-7%,-2%,9%,4%,-1%
Cc1ccc(C2=Nc3ccccc3S[C@@H](c3cccc([N+](=O)[O-])c3)C2)cc1,-11%[11 µM],0.2%[15.4 µM],0%[9.22 µM],-1.7%[9.22 µM],-1.1%[15.4 µM],5%[11.4 µM],-13%[11.4 µM],nt,?,-14%[7.6 µM],-3%[9.17 µM]
CCOC(=O)N1CCN(C(=O)Cn2ncn3nc(-c4cccs4)cc3c2=O)CC1,-3%,1.1%,3%,1.5%,-1.5%,5%,-7%,7%,18%,-4%,4%
CCCCc1nnc(SCc2ccc(OCC)cc2)n1N,-1%,-1.0%,-2%,0.2%,1.9%,5%,4%,5%,4%,6%,-4%
CCn1c2ccccc2c2nnc(SCC(=O)NCCOC)nc21,-1%,0.0%,-1%,-0.4%,1.5%,6%,-7%,-4%,2%,?,0%
CCC(C)Cn1c(S(=O)(=O)O)nc2ccccc21 (configuration not stated),0%,-1.3%,0%,0.0%,-0.2%,-8%,-4%,-8%,2%,-3%,8%
CSCCOC(=O)C1=C(C)NC(=O)CC1c1ccccc1Cl (configuration not stated),0%,-4.0%,0%,-0.6%,0.7%,5%,-1%,2%,2%,?,3%
Cc1ccc(C(=O)O[C@@H](C(=O)O)[C@@H](OC(=O)c2ccc(C)cc2)C(=O)O)cc1 (tested in a mixture with another compound),-7%,-2.4%,-2%,3.1%,-0.8%,18%,-3%,-1%,-7%,-5%,-9%
Cc1cc(NC(=O)CSc2ncnc3ccccc23)no1,-2%,-1.2%,0%,-0.3%,1.4%,7%,2%,nt,-11%,-4%,-3%
O=c1/c(=C\c2cccnc2)sc2nc3ccccc3n12,0%,-1.6%,3%,-0.8%,-1.6%,1%,1%,-8%,-1%,1%,0%
O=C(O)CC(Cn1cnnn1)c1ccccc1 (configuration not stated),0%,0.9%,nt,0.3%,1.2%,-1%,-6%,nt,-4%,-3%,16%
COc1nnc(OC)c2ccccc12,-3%,-1.1%,-3%,-1.7%,0.6%,4%,-11%,0%,5%,?,-7%
Cc1onc(C(=O)N2CCC(C(N)=O)CC2)c1-c1ccccc1Cl,0%,-4.1%,-2%,0.3%[9.22 µM],-0.2%,4%,0%,-2%,6%,-3%,-11%
CC(=O)c1c(C)[nH]c(C(=O)N2CCCCCC2)c1C,0%,-0.5%,16%,0.1%,-2.5%,1%,0%,10%,1%,-12%,23%
COc1ccc(S(=O)(=O)N2Cc3ccccc3CC2C(=O)N2CCOCC2)cc1 (configuration not stated),-4%,-1.5%,3%,nt,-2.8%,-3%,-2%,-7%,1%,-3%,-3%
CCCn1c(-c2ccc(F)cc2)nc2c(NCCN(C(C)C)C(C)C)nc(C)nc21,-2%,-0.4%,nt,-1.0%,0.1%,-3%,0%,nt,13%,8%,1%
Cc1ccc(C(c2sc3ncnn3c2O)N2CCC(C)CC2)cc1 (configuration not stated),-1%,0.1%,nt,-0.4%,-1.2%,1%,-1%,nt,-1%,-17%,19%
CCS(=O)(=O)N1CCC(C(=O)NCCN2CCN(Cc3ccccc3)CC2)CC1,-4%,-1.9%,2%,-2.2%,1.0%,2%,-11%,-6%,-2%,-14%,-12%
CC(C)(C)C(=O)NC1CCN(S(=O)(=O)c2cccc(C(F)(F)F)c2)CC1,0%,-1.1%,0%,nt,0.8%,7%,-1%,-1%,12%,2%,3%
CN(c1ccccc1C(=O)N1CCN(c2cccc(Cl)c2)CC1)S(C)(=O)=O,-7%,0.4%,-2%,0.7%,-0.7%,1%,3%,16%,4%,-9%,-2%
CCc1ccc(Cn2nnc(C(=O)Nc3cccc(C)c3)c2N)cc1,-2%[2.3 µM],-3.3%,nt,0.3%,0.6%,-9%,-3%,nt,-2%,-2%,-13%
CCn1c(SCC(=O)c2c(N)n(C)c(=O)n(C)c2=O)nc2sc(C)c(C)c2c1=O,1%,0.1%,0%,-2.6%,1.2%,1%,-2%,7%,-5%,28%,15%
CCC(C(=O)NC1CCCC1)N(Cc1ccco1)C(=O)Cn1nnc(-c2ccc(C)cc2)n1 (configuration not stated),-9%,-1.2%,-1%,nt,-1.6%,-5%,2%,6%,5%,-5%,-4%
CC(C)C(=O)Nc1nc2c(ncn2C2CC(O)C(CO)O2)c(=O)[nH]1 (configuration not stated),0%,-2.2%,-2%,0.6%,-0.5%,5%,7%,nt,0%,-1%,3%
O=C(Nc1cccnc1)c1cc2nc(C3CC3)cc(C(F)(F)F)n2n1,?,-1.9%,5%,0.2%,-3.0%,8%,-1%,17%,13%,?,-3%
Fc1cccc(Cl)c1CSc1nnc(COc2cccc3cccnc23)o1,0%,-0.3%,-2%,nt,0.2%,-12%,-4%,12%,-7%,18%,4%
CC(=O)Nc1cccc(NC(=O)CSc2nnnn2Cc2ccccc2)c1,-3%,-0.9%,3%,-0.7%,0.2%,6%,-3%,18%,-3%,-14%,6%
O=c1sc(N2CCN(c3ccccc3F)CC2)nc2ccsc12,29%,0.5%,nt,-0.2%,0.8%,1%,7%,nt,5%,?,14%
CCOC(=O)c1c(N)nn(C(=O)CC)c1-c1ccccc1,1%,0.4%,0%,-0.4%,-0.9%,-8%,-5%,-1%,?,?,11%
CC(C)(C)OC(=O)[C@H]([C@@H]1N[C@@H](C(=O)O)C(C)(C)S1)N1C(=O)c2ccccc2C1=O,-3%[11 µM],-0.6%[15.4 µM],-9%[9.22 µM],-1.0%[9.22 µM],-2.3%[15.4 µM],-2%[11.4 µM],5%[11.4 µM],nt,6%[11.4 µM],3%[7.6 µM],-2%[9.17 µM]
CN(C)c1ncnc2ccc(-c3ccc4c(c3)OCO4)cc12,-21%,-4.0%,0%[9.22 µM],-0.8%,-0.1%,-15%,-11%,15%,132%[activator],?,2%
COc1ccc(C(=O)N2CCC3(CCCN(C(=O)Nc4cccc(C#N)c4)C3)CC2)cc1,-3%,-4.4%,-2%[9.22 µM],4.3%,-1.3%,1%,-4%,142%[activator],4%,-12%,4%
Cn1c(C2=C(O)CN(c3ccc4c(c3)OCCO4)C2=N)nc2ccccc21,-3%,-1.0%,0%,-1.1%[0.369 µM],0.0%,-15%,-4%,2%,22%,-16%,nt
